Compound activity: PubChem, Sanford-Burnham Center for Chemical Genomics
MPTP block – mitochondrial permeability transition pore inhibitors, primary screen, biochemical, isolated mouse mitochondria, absorbance | hit rate 1.4% among 360,000 | inhibition, % at 10 µM | Ca2+ swelling absorbance, 30 min | AID 602449, 2012;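 active means inhibition of 50% or more, scaled per plate between neutral and stimulator controls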;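 further: 0% = DMSO wells given calcium and 100% = 1 mM EGTA wells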
tim10-1 inh – growth inhibitors of tim10-1 mutant yeast, primary screen, luminescence, uHTS. S. cerevisiae tim10-1 ts strain growth, BacTiter-Glo, 24 h. inhibition, % at 20 µM. hit rate 2.2% among 330,000;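 active means inhibition of at least 40%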;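 further: mutant grown at 25 °C; 0% = DMSO wells with yeast and 100% = wells holding no yeast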
GRIN3A LBD mod – binders of NR3A ligand-binding domain, primary screen, biophysical, differential scanning fluorimetry, uHTS; AID 1259313, 2017; hit rate 2.5% among 340,000; NR3A LBD differential scanning fluorimetry, Tm shift; 0% = protein alone, 100% = glycine-bound protein; Tm shift relative to glycine control, % at 25 µM; Glutamate receptor ionotropic, NMDA 3A (GRIN3A) ligand-binding domain;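 active means melting temperature shift of at least 10% of the positive control shift, at one fixed dose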
NLRP3 yeast inh – NALP3 inflammasome inhibitors in reconstituted yeast, primary screen, luminescence, uHTS; Yeast reconstituted NLRP3/ASC/caspase-1, beta-gal luminescence, 24 h; AID 2825, 2010; hit rate 0.39% among 330,000; inhibition, % at 10 µM;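 active means inhibition of 50% or more; inactive means inhibition below 50%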;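 further: plate controls were induced DMSO wells for no effect and uninduced yeast grown without galactose for full effect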
TIM10 inh – growth inhibitors of isogenic TIM10 control yeast, primary screen, counter-screen for tim10-1 yeast inhibitor project, luminescence, uHTS; S. cerevisiae TIM10 strain growth, BacTiter-Glo luminescence, 24 h; inhibition, % at 10 µM; hit rate 1.4% among 330,000;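 active means inhibition of 40% or more at the single tested concentration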;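 further: wild-type TIM10 isogenic control strain grown at permissive 25 °C; 0% = DMSO yeast wells and 100% = minimal medium wells without yeast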
MIN6 prolif – inducers of MIN6 beta-cell proliferation, primary screen, ATP luminescence, uHTS. hit rate 0.29% among 330,000. MIN6 cells proliferation, ATPlite luminescence, 48 h; cells starved in 0.2% serum; 100% = growth in 10% serum. proliferation, % at 10 µM;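 active means compounds whose signal lies at least 3.5 SD above the mean of all wells on their plate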;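 further: 0% = DMSO-treated cells in low-serum medium and 100% = 10% serum control; some compounds called inactive have numbers as strong as hits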
tim23-1 inh – growth inhibitors of tim23-1 mutant yeast, primary screen, luminescence, uHTS; S. cerevisiae tim23-1 growth, BacTiter-Glo luminescence, 24 h; inhibition, % at 20 µM; hit rate 1.3% among 330,000; AID 463212, 2010;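 active means growth inhibition of the mutant yeast at or above 50%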;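 further: temperature-sensitive mutant grown at 25 °C; plate controls were DMSO-treated mutant yeast for no effect and medium wells lacking yeast for full effect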
APJ ag – agonists of human apelin receptor APJ, primary screen, CHO-K1 cells, PathHunter beta-arrestin, luminescence | P35414 | 0% DMSO wells, 100% apelin | activation, % at 20 µM | hit rate 0.11% among 330,000 | AID 2520, 2010;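 active means activation more than six SD over the plate average, tested at 20 µM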;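 further: 0% = DMSO alone and 100% = apelin-13 at 10 nM; some results filed as inactive read as strong as hits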
Target sequence (P35414 whole entry, looked up): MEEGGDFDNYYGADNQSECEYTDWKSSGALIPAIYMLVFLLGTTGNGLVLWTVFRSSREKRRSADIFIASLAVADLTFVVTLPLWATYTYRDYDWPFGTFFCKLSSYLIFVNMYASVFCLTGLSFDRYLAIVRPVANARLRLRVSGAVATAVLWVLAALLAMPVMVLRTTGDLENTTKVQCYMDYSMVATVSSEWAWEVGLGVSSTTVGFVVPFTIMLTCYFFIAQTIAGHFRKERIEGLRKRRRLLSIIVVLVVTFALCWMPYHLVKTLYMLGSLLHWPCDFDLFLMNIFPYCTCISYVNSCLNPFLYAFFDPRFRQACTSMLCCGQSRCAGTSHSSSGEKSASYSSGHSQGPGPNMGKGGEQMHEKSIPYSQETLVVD
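Assay system: CHO-K1 cells stably expressing ProLink-tagged human APJ and arrestin–beta-gal acceptor. Compound dosing: 20 µM single point, 1% DMSO. Times: 16-18 h seeding, 90 min dark compound exposure, 60 min detection. Detection: beta-gal luminescence. Evaluation: APJ–arrestin association signal. Controls: negative DMSO alone, positive Apelin-13 at 10 nM.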
APJ antagonist – antagonists of human apelin receptor APJ, primary screen, CHO-K1 cells, beta-arrestin complementation, luminescence | P35414 | inhibition, % at 20 µM | hit rate 0.32% among 330,000 | AID 2521, 2010;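 active means inhibition above about 40% at 20 µM, limit read from the data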;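 further: cells challenged with 10 nM apelin-13 agonist together with compound; plate controls were apelin-13 plus DMSO wells for no effect and DMSO wells lacking apelin-13 for full effect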
Numbers without * were called inactive.

Screening COc1ccc(S(=O)(=O)N2CCOC23CCN(S(=O)(=O)c2ccc(C)cc2)CC3)cc1 returned MPTP block -1.4, tim10-1 inh 46*, GRIN3A LBD mod 2, NLRP3 yeast inh 23, TIM10 inh 19, MIN6 prolif 3, tim23-1 inh 47, APJ ag -3 and APJ antagonist 1.
For C=CCSc1ccc(S(=O)(=O)N2CCN(C)CC2)cn1 the results were MPTP block 0.2, tim10-1 inh 3, GRIN3A LBD mod 0, NLRP3 yeast inh 7, TIM10 inh 2, MIN6 prolif 2, tim23-1 inh 10, APJ ag -2 and APJ antagonist 0.
`Cc1ccc(Cl)cc1NC(=O)CCS(=O)(=O)c1cccc2nonc12` gave MPTP block -0.4, tim10-1 inh -6, GRIN3A LBD mod -3, NLRP3 yeast inh 8, TIM10 inh 3, MIN6 prolif -3, tim23-1 inh -1, APJ ag 1 and APJ antagonist 7.
`CC(C)(C)C(=O)Nc1nnc(SCc2ccc(F)cc2)s1` gave MPTP block 1.9, tim10-1 inh 50*, GRIN3A LBD mod 3, NLRP3 yeast inh 30, TIM10 inh 22, MIN6 prolif 4, tim23-1 inh 36, APJ ag -1 and APJ antagonist -11.
For CCOC(=O)Cn1nnc2c(sc3nc4c(c(-c5ccccc5)c32)CCC4)c1=O the results were MPTP block 4.2, tim10-1 inh 29, GRIN3A LBD mod -4, NLRP3 yeast inh 17, TIM10 inh 31, MIN6 prolif -4, tim23-1 inh 27, APJ ag -8 and APJ antagonist 1.
Screening COc1cccc(-n2ccnc2SCC(=O)Nc2cc(C)on2)c1 returned MPTP block -1.2, tim10-1 inh 16, GRIN3A LBD mod 2, NLRP3 yeast inh 2, TIM10 inh -17, MIN6 prolif -3, tim23-1 inh 17, APJ ag -3 and APJ antagonist 38.
`CC(C)(C)OC(=O)NN=C(c1ccc(O)cc1)c1ccc(O)cc1` gave MPTP block -1.5, tim10-1 inh -7, GRIN3A LBD mod -1, NLRP3 yeast inh 8, TIM10 inh 3, MIN6 prolif 1, tim23-1 inh -7, APJ ag 0 and APJ antagonist 0.
CCN(CC)C(=O)/C=C/c1ccc(OC)c(S(=O)(=O)N2CCCCC2)c1 was read as MPTP block 0.8, tim10-1 inh 16, GRIN3A LBD mod -2, NLRP3 yeast inh -1, TIM10 inh 12, MIN6 prolif -1, tim23-1 inh 6, APJ ag -3 and APJ antagonist 6.
Screening CCOc1ccc(CNc2cccc(SC)c2)cc1 returned MPTP block 0.3, tim10-1 inh 14, GRIN3A LBD mod 7, NLRP3 yeast inh 8, TIM10 inh 1, MIN6 prolif -1, tim23-1 inh 24, APJ ag -2 and APJ antagonist -3.
For Cc1cccc(-n2c(=O)[nH]c3c(C(N)=O)nc(-c4ccccc4Cl)nc32)c1 the results were MPTP block 0.5, tim10-1 inh 8, GRIN3A LBD mod 1, NLRP3 yeast inh 21, TIM10 inh 3, MIN6 prolif -1, tim23-1 inh 7, APJ ag -2 and APJ antagonist -6.
For CC1=CCC2COC(c3ccc[n+](Cc4ccccc4)c3)C1C2 (stereo unspecified) the results were MPTP block 1.0, tim10-1 inh -13, GRIN3A LBD mod 1, NLRP3 yeast inh 6, TIM10 inh 1, MIN6 prolif -3, tim23-1 inh -1, APJ ag 2 and APJ antagonist 3.
Screening CCOC(=O)c1c[nH]c2c(C(F)(F)F)cccc2c1=O returned MPTP block 4.8, tim10-1 inh 14, GRIN3A LBD mod 2, NLRP3 yeast inh 9, TIM10 inh 12, MIN6 prolif -1, tim23-1 inh 9, APJ ag 1 and APJ antagonist -5.
For N#C/C(=C\c1ccc[nH]1)C(=O)NCC1CCCO1 (stereo unspecified) the results were MPTP block 2.4, tim10-1 inh 4, GRIN3A LBD mod 1, NLRP3 yeast inh -12, TIM10 inh 3, MIN6 prolif 0, tim23-1 inh -2, APJ ag -1 and APJ antagonist 13.
For CCCCn1c(N)c(S(=O)(=O)c2ccc(C)cc2)c2nc3ccccc3nc21 the results were MPTP block 47, tim10-1 inh 22, GRIN3A LBD mod 6, NLRP3 yeast inh -2, TIM10 inh 18, MIN6 prolif -6, tim23-1 inh 6, APJ ag -3 and APJ antagonist 11.
`O=C(CCc1nc2ccccc2c(=O)[nH]1)N1CCCc2ccccc21` gave MPTP block -2.0, tim10-1 inh 2, GRIN3A LBD mod 1, NLRP3 yeast inh 11, TIM10 inh -2, MIN6 prolif -2, tim23-1 inh 8, APJ ag -7 and APJ antagonist 25.
For C=CCn1c(NCc2ccc(OC)cc2)nc2ccccc21 the results were MPTP block 0.4, tim10-1 inh 7, GRIN3A LBD mod -1, NLRP3 yeast inh 28, TIM10 inh -10, MIN6 prolif 2, tim23-1 inh 6, APJ ag -3 and APJ antagonist 12.
Screening CC(C)(C)NC(=O)CSc1nnc(-c2ccncc2)n1Cc1ccccc1 returned MPTP block 1.8, tim10-1 inh 1, GRIN3A LBD mod 2, NLRP3 yeast inh 0, TIM10 inh 19, MIN6 prolif -3, tim23-1 inh -12, APJ ag 5 and APJ antagonist 5.
Screening O=S(=O)(c1ccccc1)N(Cc1ccc(Cl)cc1)c1ccncc1 returned MPTP block 0.1, tim10-1 inh 3, GRIN3A LBD mod 1, NLRP3 yeast inh -20, TIM10 inh 6, MIN6 prolif 4, tim23-1 inh -4, APJ ag 2 and APJ antagonist 13.
For O=C(COC(=O)c1ccc(Br)o1)NCC(=O)Nc1ccc(F)cc1 the results were MPTP block -2.0, tim10-1 inh -1, GRIN3A LBD mod 1, NLRP3 yeast inh 11, TIM10 inh -9, MIN6 prolif -3, tim23-1 inh -7, APJ ag -4 and APJ antagonist 3.
Screening Cn1c(=O)c(=O)n(C)c2cc(S(=O)(=O)N3CCN(C4CCCCC4)CC3)ccc21 returned MPTP block -2.8, tim10-1 inh 10, GRIN3A LBD mod 1, NLRP3 yeast inh 7, TIM10 inh -10, MIN6 prolif -1, tim23-1 inh -11, APJ ag -2 and APJ antagonist 15.
Screening O=C(NCn1cnccc1=O)c1ccccc1 returned MPTP block -3.0, tim10-1 inh 5, GRIN3A LBD mod 0, NLRP3 yeast inh -2, TIM10 inh 5, MIN6 prolif -1, tim23-1 inh -15, APJ ag -5 and APJ antagonist 3.
Screening Cc1ccc(C)c(NC(=O)COC(=O)CC2c3ccccc3CCN2S(=O)(=O)c2ccc(F)cc2)c1 (stereo unspecified) returned MPTP block -0.1, tim10-1 inh 24, GRIN3A LBD mod 0, NLRP3 yeast inh 0, TIM10 inh 18, MIN6 prolif -4, tim23-1 inh 20, APJ ag -3 and APJ antagonist 11.
`S=C(NCc1ccc(Cl)cc1)NC12CC3CC(CC(C3)C1)C2` gave MPTP block 97*, tim10-1 inh 51*, GRIN3A LBD mod 15*, NLRP3 yeast inh 29, TIM10 inh 61*, MIN6 prolif -6, tim23-1 inh 41, APJ ag 1 and APJ antagonist -11.
Nc1ccc(-n2nnnc2CN2CCOCC2)cc1 was read as MPTP block -0.5, tim10-1 inh -6, GRIN3A LBD mod -3, NLRP3 yeast inh -1, TIM10 inh 8, MIN6 prolif -2, tim23-1 inh 0, APJ ag 0 and APJ antagonist 8.
`CCc1nnc(NC(=O)Cn2c(=O)oc3ccccc32)s1` gave MPTP block -0.1, tim10-1 inh 1, GRIN3A LBD mod 0, NLRP3 yeast inh 8, TIM10 inh -2, MIN6 prolif -2, tim23-1 inh -3, APJ ag -3 and APJ antagonist -11.
For Cc1ccc(C)c(NC(=O)CN2C(=O)c3ccccc3C2=O)c1 the results were MPTP block 0.2, tim10-1 inh -2, GRIN3A LBD mod 0, NLRP3 yeast inh 7, TIM10 inh 12, MIN6 prolif 0, tim23-1 inh -5, APJ ag 3 and APJ antagonist -3.
COc1ccccc1CCNC(=O)C(=O)NCC1OCCN1S(=O)(=O)c1ccc(C)cc1 (stereo unspecified) was read as MPTP block 0.3, tim10-1 inh 13, GRIN3A LBD mod 1, NLRP3 yeast inh 1, TIM10 inh 1, MIN6 prolif -1, tim23-1 inh 19, APJ ag 0 and APJ antagonist 5.
For O=C(CCCN1C(=O)S/C(=C\C=C\c2ccccc2)C1=O)Nc1ccc(O)cc1 the results were MPTP block 2.6, tim10-1 inh 21, GRIN3A LBD mod 4, NLRP3 yeast inh 6, TIM10 inh 10, MIN6 prolif -7, tim23-1 inh 18, APJ ag -1 and APJ antagonist -11.
Screening COc1ccc(-c2nc(CS(=O)CC(=O)NC3CCC(C)CC3)c(C)o2)cc1OC (stereo unspecified) returned MPTP block 0.2, tim10-1 inh 8, GRIN3A LBD mod -2, NLRP3 yeast inh 9, TIM10 inh 28, MIN6 prolif 0, tim23-1 inh 21, APJ ag 10 and APJ antagonist 6.
For Cc1ccc(-c2nnnn2CS(=O)(=O)c2ccccc2)cc1 the results were MPTP block -1.1, tim10-1 inh 18, GRIN3A LBD mod 1, NLRP3 yeast inh 10, TIM10 inh 6, MIN6 prolif -3, tim23-1 inh 7, APJ ag 1 and APJ antagonist -1.
O=C(Nc1ccc(Cl)cn1)c1cccc(F)c1 was read as MPTP block -6.2, tim10-1 inh 10, GRIN3A LBD mod -3, NLRP3 yeast inh 20, TIM10 inh 30, MIN6 prolif 0, tim23-1 inh 14, APJ ag -2 and APJ antagonist 4.
`COc1cccc(CCNC(=O)CCCC(=O)c2ccccc2)c1` gave MPTP block 1.0, tim10-1 inh 23, GRIN3A LBD mod 0, NLRP3 yeast inh 9, TIM10 inh -1, MIN6 prolif -1, tim23-1 inh 16, APJ ag -1 and APJ antagonist 13.
`C=C(C)C1CC=C(C)/C(=N/NC(=O)c2ccc(NC(=O)c3cccc(C)c3)cc2)C1` (stereo unspecified) gave MPTP block -0.7, tim10-1 inh -1, GRIN3A LBD mod -1, NLRP3 yeast inh 6, TIM10 inh -40, MIN6 prolif -3, tim23-1 inh -25, APJ ag -3 and APJ antagonist 2.

Molecules shown so far that have a tert-butyl group (3):
`CC(C)(C)C(=O)Nc1nnc(SCc2ccc(F)cc2)s1` gave MPTP block 1.9, tim10-1 inh 50*, GRIN3A LBD mod 3, NLRP3 yeast inh 30, TIM10 inh 22, MIN6 prolif 4, tim23-1 inh 36, APJ ag -1 and APJ antagonist -11.
`CC(C)(C)OC(=O)NN=C(c1ccc(O)cc1)c1ccc(O)cc1` gave MPTP block -1.5, tim10-1 inh -7, GRIN3A LBD mod -1, NLRP3 yeast inh 8, TIM10 inh 3, MIN6 prolif 1, tim23-1 inh -7, APJ ag 0 and APJ antagonist 0.
Screening CC(C)(C)NC(=O)CSc1nnc(-c2ccncc2)n1Cc1ccccc1 returned MPTP block 1.8, tim10-1 inh 1, GRIN3A LBD mod 2, NLRP3 yeast inh 0, TIM10 inh 19, MIN6 prolif -3, tim23-1 inh -12, APJ ag 5 and APJ antagonist 5.
